D2 ag: activates the human D2 dopamine receptor | P14416 | HEK293 T-REx D2 cells, calcium flux agonist mode | activation, % at 2 µM | hit rate 0.53% among 340,000 | AID 485358;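 active means activation over 3 SD above normal in the single-dose calcium agonist read, cut at about 30% in these data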; further: 0% is about no effect
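In this primary screen, compounds producing a positive calcium signal within 180 s of addition to tetracycline-induced, force-coupled HEK293 Trex D2 cells are flagged; cells are dye-loaded with a no-wash calcium kit beforehand.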
Glioma ERSR ind: inducers of ER stress response in human glioma cells; hit rate 0.02% among 420,000; U87-MG GRP78 promoter luciferase reporter, 16 h; AID 602332; Potency, µM, inactives show at the top dose activation, hits mostly activators; further: potency means the concentration at half of the fitted maximal effect; series mostly up to about 76 µM; % of control where 0% means no effect; nearly all actives have a fitted effect of over 35% in size
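Stably transfected U87-MG human glioma cells carrying a GRP78-based luminescent sensor were seeded at 1000 cells/well, pin-dosed with compounds and incubated 16 h. Luciferase reagent was then added, and end-point luminescence was read after 10 min at room temperature.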
LDHA inh: blocks human lactate dehydrogenase A | P00338 | purified LDHA, NADH/diaphorase-resazurin fluorescence; stronger effect = lower value | activity change, % (values are at about 110 or 230 µM) | hit rate 0.15% among 480,000; in the data active means activity change below about -30%; inconclusive means mostly about -25% to -30%;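 further: plate controls were DMSO wells for no effect and wells without enzyme for full effect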
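Remaining NADH was detected by diaphorase (0.133 mg/mL) converting 37 µM resazurin to fluorescent resorufin, read at 0 and 20 minutes. The preceding 5-minute room-temperature reaction used 2 nM LDHA, 0.2 mM sodium pyruvate and 0.06 mM NADH at pH 7.4.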
12-LOX inh: blocks human arachidonate 12S-lipoxygenase | P18054 | hit rate 1.1% among 580,000 | purified 12hLO, xylenol orange hydroperoxide absorbance | Potency, µM (top dose mostly 108 µM), for inactives: at the highest dose activity change, negative = inhibition, usual class: inhibitors; further: potency means the concentration at half of the fitted maximal effect; on the % scale 0 is the no-effect control and ±100 the full control effect
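Purified human 12hLO at 150 nM in 25 mM Hepes, 0.01% Triton X-100, pH 7.0, preincubated 15 min at room temperature with compound. Reaction started with 40 uM arachidonic acid, 30 min at room temperature. Hydroperoxide measured by Fe-xylenol orange, 573/405 nm absorbance ratio.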
Vif-APOBEC3F blk: blocks the Vif interaction with APOBEC3F; HeLa A3F-eYFP + Vif (tagged APOBEC3F with the HIV-1 protein that degrades it), YFP fluorescence increase; Potency, µM (top dose mostly 46.1 µM), inactives show at the top dose activity, negative = active; hit rate 0.2% among 390,000; AID 602313; further: potency means the concentration at half of the fitted maximal effect; % of control where 0% means no effect; nearly all actives have a fitted effect of over 65% in size
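Fluorescence increase (Ex 488/Em 500-530) after overnight compound treatment at 37 deg C flags inhibition of Vif-driven A3F-eYFP loss in stable HeLa A3F-eYFP/Vif cells seeded overnight beforehand.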
D2 antagonist: D2 dopamine receptor (human) antagonism; AID 485344; hit rate 2% among 340,000; inhibition, % at 10 µM; P14416; HEK293 TREx D2 cells, calcium flux, dopamine EC80; in the data active means inhibition above about 30%; further: 0% is about no effect
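In this primary screen, negative modulation is detected by tracking calcium flux after an EC80 dopamine challenge in inducible HEK293 T-REx D2 cells preexposed to test compound for 180 s.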
ERG Ets-DNA blk: ERG Ets/DNA interaction inhibition | Potency, µM (top dose mostly 76.9 µM), for the others: at the top dose FP activity, negative = inhibition, usual class: inhibitors | hit rate 0.028% among 370,000 | AID 624246 | fluorescence polarization, His-ERG Ets domain / labelled DNA; active means well fitted inhibition curve with a large enough effect in the polarisation, with a control signal flat; inconclusive means small, poorly fitted or top-dose-only effect, or effect the other way, or a change in a side signal; inactive means no such curve, though single readings can be large or run the other way; the % refers to the polarisation;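 further: polarization taken with two DNA probes labelled with fluorescein and Texas red; potency means the concentration at half of the fitted maximal effect; % of control where 0% means no effect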
Target sequence (P11308 whole entry, looked up, the tested form may be a part): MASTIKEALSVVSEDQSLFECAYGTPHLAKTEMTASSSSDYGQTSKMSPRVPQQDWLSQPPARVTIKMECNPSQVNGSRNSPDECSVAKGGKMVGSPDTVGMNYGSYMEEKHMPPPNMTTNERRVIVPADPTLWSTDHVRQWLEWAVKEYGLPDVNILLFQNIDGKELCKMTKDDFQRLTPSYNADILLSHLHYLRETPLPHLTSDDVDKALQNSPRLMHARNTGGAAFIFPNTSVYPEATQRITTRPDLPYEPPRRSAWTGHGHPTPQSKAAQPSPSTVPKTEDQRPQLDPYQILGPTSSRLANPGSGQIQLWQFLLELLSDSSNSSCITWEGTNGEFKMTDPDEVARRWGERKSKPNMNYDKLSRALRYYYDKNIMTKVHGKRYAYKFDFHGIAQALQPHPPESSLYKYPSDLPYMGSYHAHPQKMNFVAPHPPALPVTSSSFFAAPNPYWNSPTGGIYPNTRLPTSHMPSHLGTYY
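His-tagged ERG Ets domain (1 uM in the protein solution; 300mM KCl, 50mM Tris-HCl, 1mM EDTA, 1mM DTT, pH 7.5) received compound, then a probe mix of 5 nM fluorescein-DNA and 100nM Texas-615-DNA. Fluorescence polarization was read for both dyes.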
Vif-APOBEC3G blk: blocks the Vif interaction with human APOBEC3G; HeLa A3G-eYFP + Vif (tagged APOBEC3G with the HIV-1 protein that degrades it), YFP fluorescence, overnight; Potency, µM (top dose mostly 46.1 µM), inactives show at the highest dose activity, negative = active, actives largely listed as inhibitors; hit rate 0.076% among 410,000;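 further: potency means the concentration at half of the fitted maximal effect; on the % scale 0 is the no-effect control and ±100 the full control effect; nearly all actives have a fitted effect of over 60% in size; hits raise eYFP signal because A3G escapes Vif-driven loss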
Target sequence (Q9HC16 whole entry, looked up): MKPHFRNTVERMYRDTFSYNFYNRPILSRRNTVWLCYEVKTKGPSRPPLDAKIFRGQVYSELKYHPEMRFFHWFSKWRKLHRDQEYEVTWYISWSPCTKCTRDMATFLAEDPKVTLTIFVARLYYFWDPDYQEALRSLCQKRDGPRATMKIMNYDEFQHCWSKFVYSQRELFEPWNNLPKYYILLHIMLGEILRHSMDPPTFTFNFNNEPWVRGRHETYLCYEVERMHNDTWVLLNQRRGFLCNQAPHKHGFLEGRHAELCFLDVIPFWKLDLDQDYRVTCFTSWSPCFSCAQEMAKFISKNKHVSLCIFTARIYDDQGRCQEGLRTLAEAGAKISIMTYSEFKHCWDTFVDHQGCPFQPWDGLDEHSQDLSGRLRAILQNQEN
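HeLa cells stably expressing Vif and C-terminally eYFP-tagged A3G, seeded overnight at 37 deg C, then exposed to compound by pintool overnight at 37 deg C. Rise in yellow fluorescence (Ex 488/Em 500-530, Acumen) marks blocked Vif-driven A3G degradation.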
RGS4 inh: inhibitors of human regulator of G protein signaling 4; P49798; Transcreener GDP fluorescence polarization, RGS4-accelerated GTP hydrolysis; Potency, µM (doses to about 114 µM), for the others: at the highest dose activity change, negative = inhibition, usual class: inhibitors; hit rate 0.039% among 390,000; AID 504845; further: potency means the concentration at half of the fitted maximal effect; on the % scale 0 is the no-effect control and ±100 the full control effect; nearly all actives have a fitted effect of over 75% in size; some results filed as inactive show a strong effect at the top dose
Target sequence (P49798 whole entry, looked up): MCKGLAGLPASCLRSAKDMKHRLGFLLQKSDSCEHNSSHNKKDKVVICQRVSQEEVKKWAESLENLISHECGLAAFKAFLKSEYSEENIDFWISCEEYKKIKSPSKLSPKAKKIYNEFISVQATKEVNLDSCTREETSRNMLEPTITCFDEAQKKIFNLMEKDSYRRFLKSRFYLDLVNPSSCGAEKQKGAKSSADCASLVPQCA
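MLSMR compounds (23 nl, pin-transferred) preincubated 10 min at room temperature with a 500nM (2x) first reagent, then RGS4 at 900nM (2x) plus Transcreener GDP mix added; fluorescence polarization (620/688 nm) read before and after 90 min at 30 °C.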
Starred values were filed as active, the others as inactive; ? = inconclusive; . = not tested or not shown; [ ] = another dose, or the depositor's remark. Unless noted, the call rests on the fitted dose curve; in most records, active means well fitted curve in the direction sought with a large enough effect; inconclusive means small, poorly fitted or top-dose-only effect, or another doubt; inactive means no such curve, though single readings can be large; an effect the other way counts as inactive or inconclusive. Not all compounds are listed; rates above refer to the full screens.

entry	smiles	D2 ag	Glioma ERSR ind	LDHA inh	12-LOX inh	Vif-APOBEC3F blk
1	CCCCOc1nc2ccccc2c(=O)n1-c1ccccc1	-1.1	0%	-1	-17%	4%
2	Cc1cc(OC(C)C(=O)N[C@H](C(=O)O)c2ccccc2)c2c3c(c(=O)oc2c1)CCC3 (stereo partly drawn)	-1.0	-3%	3	35%[activator]	-7%
3	O=C1CCCC2C3CCCN4CCCC(CN12)C34 (stereo not drawn)	0.4	-2%	-3	11%	-5%
4	COc1ccc(CCn2c(O)c(C=Nc3ccc(F)cc3)c(=O)[nH]c2=O)cc1OC	-0.1	-6%	-11	0%	2%
5	CSc1ncc(Br)c(N2CC2)n1	.	-3%	-2	-15%	9%
6	COc1ccc(-n2nnnc2C(c2cc3ccccc3o2)N2CCC(n3c(=O)[nH]c4ccccc43)CC2)cc1 (stereo not drawn)	.	-7%	-10	-8%	.
7	CCCC(=O)c1ccc(CP(=O)(OCC)OCC)o1	0.6	-2%	-3	0%	-1%
8	CCc1ccc(N2C(=O)NC(=O)/C(=C\C=C\c3ccco3)C2=O)cc1	5.2	-2%	1	0%	?
9	CCCC(C)C1(CC)C(=O)NC(=O)N=C1N (stereo not drawn)	1.4	4%	-3	-10%	-2%
10	N#CC(C#N)=Cc1ccc(N2CCCC2)cc1	7.1	-3%	-9	?	?

entry	D2 antagonist	ERG Ets-DNA blk	Vif-APOBEC3G blk	RGS4 inh
1	1	-7%	0%	3%
2	9	-18%	3%	-9%
3	3	-5%	-4%	4%
4	2	-16%	-1%	-1%
5	.	-6%	0%	11%
6	.	.	-7%	.
7	-5	0%	1%	28%
8	-26	84%[activator]	?	?
9	10	-18%	2%	-6%[11.4 µM]
10	3	-15%	?	9%

Continued.
entry	smiles	D2 ag	Glioma ERSR ind	LDHA inh	12-LOX inh	Vif-APOBEC3F blk
11	CCCCC/C=C\C/C=C\C/C=C\C/C=C\CCCC(=O)Nc1ccc(O)cc1	-0.3	-12%	.	0%	.
12	Cc1ccc2ccccc2c1NC(=O)CNC1CCCCC1	0.4	-5%	-4	-8%	3%
13	CC(C)Cc1nnc(NC(=O)CCC(=O)N2CCC3(CC2)OCCO3)s1	0.5	-1%	-12	0%	0%
14	CC(=O)OC1CC[C@@]2(C)C(=CC(=O)C3C4CCC(OC(C)=O)[C@@]4(C)CCC32)C1 (stereo partly drawn)	.	-3%	-8	364%[activator]	4%
15	O=C(Cc1ccccc1[N+](=O)[O-])N1CCN(Cc2ccc3c(c2)OCO3)CC1	12	-2%	0	-13%	16%
16	Cc1ccsc1CNCCc1ccc(F)cc1	0.3	-2%	-3	0%	1%
17	O=C(Cc1cc(=O)[nH]c(=O)[nH]1)N1CCN(CCO)CC1	-0.1	-3%	-12	37%	-7%
18	CC1CCC(C(=O)NC(C(=O)N2CCC3(CC2)OCCO3)C(C)C)CC1 (stereo not drawn)	-2.3	-3%	-4	0%	2%
19	COc1cccc(-n2c(/C=C/c3ccccn3)nc3ccccc3c2=O)c1	.	-6%	-2	-23%	-2%
20	CC(C(=O)c1cn(C)c2ccccc12)c1ccccc1 (stereo not drawn)	0.2	-1%	0	13%	3%

entry	D2 antagonist	ERG Ets-DNA blk	Vif-APOBEC3G blk	RGS4 inh
11	27	.	.	46%[activator][56.9 µM]
12	-5	-6%	1%	-14%
13	-13	-3%	2%	7%
14	.	7%	1%	-4%
15	-19	1%	-1%	1%
16	-5	1%	0%	33%
17	3	2%	1%	1%
18	-18	0%	5%	-2%
19	.	3%	-4%	19%
20	-12	.	-3%	-6%

Four compounds out of the list, arranged by SMILES length, smallest number first:
entry	smiles	D2 ag	Glioma ERSR ind	LDHA inh	12-LOX inh	Vif-APOBEC3F blk
12	Cc1ccc2ccccc2c1NC(=O)CNC1CCCCC1	0.4	-5%	-4	-8%	3%
17	O=C(Cc1cc(=O)[nH]c(=O)[nH]1)N1CCN(CCO)CC1	-0.1	-3%	-12	37%	-7%
13	CC(C)Cc1nnc(NC(=O)CCC(=O)N2CCC3(CC2)OCCO3)s1	0.5	-1%	-12	0%	0%
14	CC(=O)OC1CC[C@@]2(C)C(=CC(=O)C3C4CCC(OC(C)=O)[C@@]4(C)CCC32)C1 (stereo partly drawn)	.	-3%	-8	364%[activator]	4%

entry	D2 antagonist	ERG Ets-DNA blk	Vif-APOBEC3G blk	RGS4 inh
12	-5	-6%	1%	-14%
17	3	2%	1%	1%
13	-13	-3%	2%	7%
14	.	7%	1%	-4%

The results go on:
entry	smiles	D2 ag	Glioma ERSR ind	LDHA inh	12-LOX inh	Vif-APOBEC3F blk
21	CN1CCN(c2ccc([N+](=O)[O-])c(Sc3ccccn3)c2)CC1	-0.1	-2%	0	0%	-18%
22	Clc1ccccc1CN1CCN(c2ccccc2)CC1	68*	-4%	-10	0.89µM*	-6%
23	O=P(CCl)(Nc1ccccc1)C(Cl)(Cl)Cl (stereo not drawn)	0.2	-6%	-11	-14%	-9%
24	N=C1c2ccccc2CN1c1ncccn1	0.4	2%	-12	-10%	11%
25	CCn1cc(C(=O)c2ccccc2)c2ccccc21	0.5	-3%	-10	-9%	-11%
26	COC1CCC(OC2CC(C3(C)CCC4(CC(O)C(C)C(C(C)/C=C(\C)C(=O)C(C)CC(C)C(=O)O)O4)O3)OC3(OC(C4OC(O)(CO)C(C)CC4C)CC3C)C2C)OC1C (stereo not drawn)	.	1%	7	40%[activator]	-23%
27	CC1=NN(c2ccccc2)C(=O)C1/C=C1\C(=O)NC(=O)N(c2cc(C)cc(C)c2)C1=O (stereo not drawn)	-0.6	1%	-2	?	3%
28	CCC(C)C1N=C(c2ccccc2)c2cc(Cl)ccc2N(CC(=O)NCc2ccco2)C1=O (stereo not drawn)	-0.3	-3%	0	?	0%
29	CCOC(=O)C1CCN(C=C2C(=O)N(C)C(=S)N(C)C2=O)CC1	-0.9	-7%	-6	-27%	-1%
30	CNC(=O)Oc1ccc2ncccc2c1	2.3	-2%	-6	-7%	-8%

entry	D2 antagonist	ERG Ets-DNA blk	Vif-APOBEC3G blk	RGS4 inh
21	0	2%	0%	0%
22	68*	-25%	0%	-32%
23	-14	-12%	0%	-4%
24	-4	-2%	0%	26%
25	-3	-5%	-7%	22%
26	.	.	?	19%
27	5	13%	-2%	?
28	-6	-13%	0%	-24%
29	-1	.	?	-16%
30	-8	0%	-4%	-21%

Additional structures follow:
entry	smiles	D2 ag	Glioma ERSR ind	LDHA inh	12-LOX inh	Vif-APOBEC3F blk
31	O=P(NS(=O)(=O)c1ccccc1)(Oc1ccccc1)Oc1ccccc1	0.3	2%	-2	15%	-2%
32	COc1ccc2c(c1)NP(=S)(c1ccccc1)N2 (stereo not drawn)	.	-1%	25	?	?
33	O=c1c2ccccc2nc(-c2ccco2)n1-c1ccccn1	0.9	-4%	-8	-17%	3%
34	Cc1ccc(N2CCN(CCc3ccccc3)CC2)cc1	3.5	-2%	2	?	-9%
35	COC(=O)C1=C(c2cccc(C#N)c2)C[C@@H]2CC[C@H]1N2C(=O)N1CCc2cc(OC)c(OC)cc2C1	-0.1	6%	-1	?	0%
36	N/C(=N\N=C/c1ccc(-c2ccc(O)c(C(=O)O)c2)o1)N[N+](=O)[O-]	0.5	-4%	24	?	-1%
37	O=C(CNC(=O)OCc1ccccc1)Nc1ccc(Br)cc1C(=O)c1ccccc1	0.0	-4%	-1	?	-1%
38	Cc1c(N=Cc2c(O)n(CCc3ccccc3)c(=O)[nH]c2=O)c(=O)n(-c2ccccc2)n1C	-0.2	0%	-8	-8%	.
39	O=c1[nH]c(=O)n(-c2ccccc2F)c(O)c1/C=C1\C=Nc2ccccc21	-1.1	-3%	5	0%	-3%
40	Cc1cccc(NC(=O)Cn2cc(C(=O)c3ccccc3)c3ccccc32)c1	-0.4	-3%	-6	-18%	3%

entry	D2 antagonist	ERG Ets-DNA blk	Vif-APOBEC3G blk	RGS4 inh
31	13	.	-1%	-10%
32	.	-11%	-15%	?
33	1	0%	1%	-5%
34	5	2%	3%	7%
35	16	4%	0%	17%
36	6	-4%	1%	-22%
37	13	7%	-4%	-27%
38	-10	10%	-2%	23%
39	-16	-7%	-21%	-19%
40	.	-1%	6%	-15%

Additional results
entry	smiles	D2 ag	Glioma ERSR ind	LDHA inh	12-LOX inh	Vif-APOBEC3F blk
41	CN1CCN(c2ccc(C(F)(F)F)cc2N)CC1	.	1%	-3	-5%	-17%
42	CC(Oc1ccc(-c2ccccc2)cc1)C(=O)O (stereo not drawn)	0.3	-3%	-3	13%	2%
43	NC1=NC(c2cccnc2)n2c(nc3ccccc32)N1 (stereo not drawn)	0.1	8%	-3	8%	13%
44	O=C1NC(=O)C(CCc2ccncc2)(Cc2ccc3c(c2)OCO3)C(=O)N1CCc1ccccc1 (stereo not drawn)	0.7	0%	0	-5%	-11%
45	CCC1(c2cccc(O)c2)CCCCN(C)C1 (stereo not drawn)	1.0	-4%	2	?	9%
46	COC(=O)C1=C(c2ccc(Cl)c(C(F)(F)F)c2)C[C@@H]2CC[C@H]1N2C(=O)N1CCOCC1	0.2	-3%	-2	-5%	-4%

entry	D2 antagonist	ERG Ets-DNA blk	Vif-APOBEC3G blk	RGS4 inh
41	.	4%	2%	-10%
42	2	0%	-4%	-6%
43	-18	-3%	0%	8%
44	-3	6%	0%	1%
45	39*	-2%	-2%	12%
46	-2	0%	-4%	-3%

Source: PubChem BioAssay
